Bioassay records: PubChem, National Center for Advancing Translational Sciences (NCATS)
Pin1 inh – human Pin1 inhibition | Q13526 | Pin1 FP peptide displacement, HiFluor488, 10 min | Potency, µM (highest dose often 115 µM), for the others: at the highest dose activity, negative = inhibition, most hits filed as inhibitors | actives 0.009% (n = 390,000) | AID 504891; active = well fitted inhibition curve with a large enough effect in the polarisation, with a control signal flat, not every such curve was filed as active; inconclusive = small, poorly fitted or top-dose-only effect, or effect the other way, or a change in a side signal; inactive = no such curve, though single readings can be large or run the other way; the % refers to the polarisation; note: potency is the fitted concentration of half-maximal effect; % is set by controls: 0 for no effect and ±100 for the full control effect
Target sequence (Q13526 whole entry, looked up): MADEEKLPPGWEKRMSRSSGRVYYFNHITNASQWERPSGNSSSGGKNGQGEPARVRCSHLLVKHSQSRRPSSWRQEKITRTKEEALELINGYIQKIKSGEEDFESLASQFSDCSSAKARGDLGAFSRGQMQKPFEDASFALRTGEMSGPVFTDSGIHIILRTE
PI4K2A inh – PI4K2A (human) kinase inhibition. activity change, negative = inhibition, % at 76.9 µM. actives 0.13% (n = 420,000). AID 1346378. purified PI4K2A, ADP-Glo luminescence, 1 h; hits give low values; in the data active = activity change below about -50%; inconclusive = mostly about -30% to -49%;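 note: -100% = wells without enzyme as full effect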
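ADP-Glo luminescence measured ADP generated by PI4K2A enzyme (4 ug/mL before mixing) with 1.2 mM PI substrate (pre-mix) and 300 microM ATP (pre-mix). Tris pH7.5 buffer with MgCl2, Triton X-100; 1 h reaction at ambient temperature.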
BAZ2B inh – blocks human BAZ2B. Potency, µM (top dose mostly 114 µM), inactives show at the top dose activity change, negative = inhibition, usual class: inhibitors. AID 504333. AlphaScreen BAZ2B-H3K14Ac peptide displacement. actives 4.4% (n = 360,000). Q9UIF8; note: potency is the fitted concentration of half-maximal effect; % is set by controls: 0 for no effect and ±100 for the full control effect; nearly all actives have a fitted effect of over 60% in size
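Compounds, titrated to a top concentration of 110 uM, were incubated 30 min at room temperature with preformed BAZ2B/acetyl-K14 H3 peptide complex (50 nM each). Proximity signal was measured by AlphaScreen after 20 min with beads.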
G9a block – G9a (human) methyltransferase inhibition; Q96KQ7; G9a H3K9 monomethylation, AlphaScreen, 2 h; Potency, µM (highest dose often 102 µM), inactives show at the highest dose activity, negative = inhibition, hits mostly inhibitors; actives 8.8% (n = 350,000); note: potency is the fitted concentration of half-maximal effect; % is set by controls: 0 for no effect and ±100 for the full control effect; nearly all actives have a fitted effect of over 75% in size
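G9a (20 nM) was preincubated 15 min with compound, then reacted 2 h at room temperature with 500 nM biotin-H3K9 peptide and 20 µM SAM. Monomethyl-H3K9 detected by AlphaScreen using anti-H3K9me1 antibody.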
ERG Ets-DNA blk – ERG Ets/DNA interaction inhibition; P11308; fluorescence polarization, His-ERG Ets domain / labelled DNA; Potency, µM (doses to about 76.9 µM), for the others: at the highest dose FP activity, negative = inhibition, usual class: inhibitors; actives 0.028% (n = 370,000); AID 624246; active = well fitted inhibition curve with a large enough effect in the polarisation, with a control signal flat; inconclusive = small, poorly fitted or top-dose-only effect, or effect the other way, or a change in a side signal; inactive = no such curve, though single readings can be large or run the other way; the % refers to the polarisation;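 note: polarization taken with two DNA probes labelled with fluorescein and Texas red; potency is the fitted concentration of half-maximal effect; % of control where 0% means no effect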
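His-tagged ERG Ets domain (1 uM in the protein solution; 300mM KCl, 50mM Tris-HCl, 1mM EDTA, 1mM DTT, pH 7.5) received compound, then a probe mix of 5 nM fluorescein-DNA and 100nM Texas-615-DNA. Fluorescence polarization was read for both dyes.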
HP1b chromo inh – blocks HP1-beta chromodomain binding to methylated histone tails; Potency, µM (highest dose often 114 µM), inactives show at the top dose activity change, negative = inhibition, usual class: inhibitors; actives 0.56% (n = 390,000); AlphaScreen HP1-beta / biotin-H3K9me3 peptide binding; P83916; AID 540317; note: potency is the fitted concentration of half-maximal effect; nearly all actives have a fitted effect of over 70% in size; inactives centre near 23
Target sequence (P83916 whole entry, looked up): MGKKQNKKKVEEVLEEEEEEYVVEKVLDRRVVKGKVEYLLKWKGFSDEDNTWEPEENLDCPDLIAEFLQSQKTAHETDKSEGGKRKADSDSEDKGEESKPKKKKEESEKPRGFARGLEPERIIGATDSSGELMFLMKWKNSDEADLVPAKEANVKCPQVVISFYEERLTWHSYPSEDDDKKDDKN
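AlphaScreen: HP1-beta (50 nM) preformed 30 min with biotin-H3(1-18)K9me3 peptide (50 nM) in PBS pH 7.4, 0.01% Tween-20. Compound added for 30 min at RT, then streptavidin donor/nickel chelate acceptor beads (10 ug/mL) for 30 min.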
GLS inh – glutaminase GLS (human) inhibition | AID 624170 | GLS enzymatic activity, qHTS titration | actives 0.21% (n = 410,000) | O94925 | Potency, µM (doses to about 45.5 µM), for inactives: at the highest dose activity change, negative = inhibition, usual class: inhibitors; note: potency is the fitted concentration of half-maximal effect; % is set by controls: 0 for no effect and ±100 for the full control effect
Target sequence (O94925 whole entry, looked up): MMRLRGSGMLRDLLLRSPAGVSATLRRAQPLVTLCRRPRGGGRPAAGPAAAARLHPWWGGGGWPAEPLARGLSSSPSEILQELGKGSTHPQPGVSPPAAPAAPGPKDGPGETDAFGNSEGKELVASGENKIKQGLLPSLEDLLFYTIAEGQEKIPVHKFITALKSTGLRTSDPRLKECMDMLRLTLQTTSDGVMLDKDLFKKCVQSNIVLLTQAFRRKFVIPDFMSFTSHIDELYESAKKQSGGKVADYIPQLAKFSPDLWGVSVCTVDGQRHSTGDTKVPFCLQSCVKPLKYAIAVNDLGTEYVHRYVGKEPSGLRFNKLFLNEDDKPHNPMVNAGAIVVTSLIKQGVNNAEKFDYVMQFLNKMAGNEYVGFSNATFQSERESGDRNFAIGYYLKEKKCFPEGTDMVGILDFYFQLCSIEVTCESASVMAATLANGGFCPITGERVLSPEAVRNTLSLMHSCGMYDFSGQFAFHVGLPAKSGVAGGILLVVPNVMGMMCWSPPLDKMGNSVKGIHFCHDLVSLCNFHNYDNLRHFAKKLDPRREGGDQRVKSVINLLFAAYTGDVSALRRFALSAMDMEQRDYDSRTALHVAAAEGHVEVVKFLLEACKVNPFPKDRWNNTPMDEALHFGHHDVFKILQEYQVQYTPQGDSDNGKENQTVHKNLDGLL
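hKGA; 45 mM KH2PO4 pH 8.2 + 0.02% Tween-20; cpd via pin tool; 1 mM Gln soln; GluOx/HRP/Amplex Red; RT 30 min; fluor. t0 & final.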
PGK inhibitor – blocks T. brucei phosphoglycerate kinase; P07378; PGK/GAPDH coupled, Kinase-Glo luminescence, 60 min; Potency, µM (titrated, usually from 57.5 µM), for inactives: top-dose activity change, negative = inhibition, most hits filed as inhibitors; actives 0.043% (n = 380,000); note: potency is the fitted concentration of half-maximal effect; % is set by controls: 0 for no effect and ±100 for the full control effect; nearly all actives have a fitted effect of over 60% in size
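Recombinant glycosomal PGK reaction used 1,3-bisphosphoglycerate generated in-well by GAPDH (100nM final) in 100mM TEA pH 7.6, 5mM MgCl2, 0.01% Tween-20. After 60 minutes at room temperature, ATP was read by Kinase-Glo Plus luminescence end-point.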
JMJD2A Tudor inh – blocks the human JMJD2A Tudor domain; O75164; AlphaScreen JMJD2A-Tudor / H3K4me3 peptide binding; Potency, µM (highest dose often 114 µM), without a hit: at the highest dose activity change, negative = inhibition, usual class: inhibitors; actives 4.4% (n = 390,000); note: potency is the fitted concentration of half-maximal effect; % is set by controls: 0 for no effect and ±100 for the full control effect; nearly all actives have a fitted effect of over 50% in size
Numbers without * were called inactive; i = inactive; ? = inconclusive; nt = no result given; & = joins results of further samples; [ ] = dose if it differs, or a comment. Unless noted, calls come from the whole dose curve; as a rule, active = well fitted curve in the direction sought with a large enough effect; inconclusive = small, poorly fitted or top-dose-only effect, or another doubt; inactive = no such curve, though single readings can be large; an effect the other way counts as inactive or inconclusive.

Pin1 inh	PI4K2A inh	BAZ2B inh	G9a block	ERG Ets-DNA blk	HP1b chromo inh	GLS inh	PGK inhibitor	JMJD2A Tudor inh	molecule
6%	-2	-1%	6%[59 µM]	-1%	34%	-2%	-14%	-7%	O=c1n(Cc2cccc(C(F)(F)F)c2)c2ccccc2c2nc(-c3ccccc3)nn12
2%	-1	-14%	0%	0%	-2%	-3%	i	-16%	CC(C)(C)c1ccc(C(=O)Nc2ccc(Oc3cccnc3)nc2)cc1
11%	-3	nt	nt	-4%	52%[activator]	-3%	-10%	-10%	CC(C)(C)OC(=O)NCc1ccc(NC(=O)c2nc[nH]c2C(=O)NCCCCNC(=O)c2[nH]cnc2C(=O)Nc2ccc(CNC(=O)OC(C)(C)C)cc2)cc1
30%	2	7%	50%[activator][59 µM]	-1%	72%[activator]	1%	-6%	-11%	Cc1ccc(C(=O)CSc2nnc(-c3ccccc3)n2-c2ccccc2)cc1
-11%	0	-21%	-29%	2%	-6%	20%	-5%	-17%	O=C(O)c1[nH]c2ccccc2c1CC(=O)N1CCN(c2ccccc2)CC1
43%[activator]	0	-1%	5%[59 µM]	-1%	48%[activator]	1%	-2%	0%	CC(=O)c1cccc(NC(=O)Cn2c(=O)oc3cc(S(=O)(=O)NC4CCCC4)ccc32)c1
29%	1	?	-1%	22%	10%	5%	-3%	?	CCc1ccc(/C=C2/SC(=S)N(CCC(=O)NCCCN3CCOCC3)C2=O)cc1
-4%	-5	?	0%[2.33 µM]	3%	6%	-6%	-15%	6%	COc1cccc(/C=N/NC(=O)CNC(=O)c2ccc(S(=O)(=O)N3CCOCC3)cc2)c1OC
1%	1	-20%	?	nt	5%	1%	-5%[11.5 µM]	-23%	O=C(CN1C(=O)COc2ccccc21)NCCN1CCc2ccccc2C1
-3%	-3	5%	nt	4%	5%	23%	3%	-7%	COc1cccc(CC(=O)OCC(=O)N2CCN(c3ccc(F)cc3)CC2)c1
?	-3	2%	7%[59 µM]	28%	30%	-3%	-8%	-15%	NS(=O)(=O)c1ccc2nc(NC(=O)Nc3ccccc3F)sc2c1
2%	1	0%	-49%[59 µM]	-1%	16%	1%	10%	4%	NC(=O)NC(=O)C(OC(=O)CCNS(=O)(=O)c1ccccc1)c1ccccc1 (stereo unspecified)
-6%	-1	-5%	-32%[12.7 µM]	4%	26%	-10%	-10%	0%	Cc1c(NC(=O)C(C)OC(=O)COc2cccc3c2OC(C)(C)C3)c(=O)n(-c2ccccc2)n1C (stereo unspecified)
-10%	-2	-9%	-1%	4%	30%	-12%	i	-11%	CCCCN(C)CCNC(=O)CCNC(=O)Cn1ccc2ccccc2c1=O
-5%	-1	-3%	6%[59 µM]	-4%	27%	-2%	-5%	-1%	COc1ccc(CCNC(=O)c2cc3c(=O)oc4ccc(C)cc4c3s2)cc1OC
-9%	0	-17%	-42%	-6%	35%	0%	-6%	4%	CC(=O)Nc1cc[n+](CC(=O)c2cccc([N+](=O)[O-])c2)cc1
-4%	2	1%	-13%[59 µM]	-6%	43%	1%	7%	-8%	COc1ccc(C2NCCC3(O)CCCCC23)c(OC)c1OC (stereo unspecified)
17%	-9	7%	-18%[59 µM]	4%	18%	-14%	i	-1%	Cc1ccc(Cl)cc1NC(=O)c1sc2nc(-c3ccccc3)cn2c1C
-11%	7	-13%	1%[12.7 µM]	3%	37%	-2%	i	-24%	Cc1ccc(S(=O)(=O)N2CCN(C(=O)CCOc3cc(C)ccc3C)CC2)cc1
0%	-5	3%	19%	-5%	48%[activator]	-3%	-6%	-3%	Cc1ccc(NC(=O)C(C)S)cc1 (stereo unspecified)
-4%	1	0%	-25%[12.7 µM]	-1%	63%[activator]	1%	8%	-13%	CC(C)C(NC(=O)c1cccc(S(=O)(=O)N2CCOCC2)c1)C(=O)NCCc1ccccn1 (stereo unspecified)
?	2	-6%	13%	-2%	52%[activator]	3%	-3%	-3%	Cc1ccc(CN2[C@@H]3c4ccccc4C[C@@H]3OCCS2(=O)=O)cc1
-7%	-1	-3%	-1%[12.7 µM]	9%[15.4 µM]	24%	-4%	0%	-26%	C[C@H](NC(=O)c1ccccc1Cl)C(=O)OCC(=O)N1CCN(c2ccccc2)CC1
-2%	-2	?	-19%[12.7 µM]	4%	24%	0%	-5%	-8%	CN(C)S(=O)(=O)c1ccc2c(c1)nc(CCC(=O)Nc1ccc(N3CCOCC3)cc1)n2C
1%	-2	-8%	21%[59 µM]	-5%	2%	3%	3%	-19%	Cc1nn(C)c(NC(=O)c2ccc([N+](=O)[O-])cc2)c1Cl

Gathered by group, the entries above with two or more sulfur atoms
Pin1 inh	PI4K2A inh	BAZ2B inh	G9a block	ERG Ets-DNA blk	HP1b chromo inh	GLS inh	PGK inhibitor	JMJD2A Tudor inh	molecule
29%	1	?	-1%	22%	10%	5%	-3%	?	CCc1ccc(/C=C2/SC(=S)N(CCC(=O)NCCCN3CCOCC3)C2=O)cc1
?	-3	2%	7%[59 µM]	28%	30%	-3%	-8%	-15%	NS(=O)(=O)c1ccc2nc(NC(=O)Nc3ccccc3F)sc2c1

(listing goes on)
Pin1 inh	PI4K2A inh	BAZ2B inh	G9a block	ERG Ets-DNA blk	HP1b chromo inh	GLS inh	PGK inhibitor	JMJD2A Tudor inh	molecule
0%	-14	3%	-8%[59 µM]	-3%	6%	9%	-6%	-14%	Cn1cccc1C(=O)NC(=O)COC(=O)C12CC3CC(CC(O)(C3)C1)C2
6%&9%	3	10µM*	?	0%	-28%	7%	0%	18µM*	COc1cc(O)c(C(CCN2CCN(c3ccccc3)CC2)c2ccc3c(c2)OCO3)c(OC)c1 (stereo unspecified)
0%	5	-4%	18%	-4%	36%[activator]	3%	3%	-5%	CCc1nc2c(c(=O)[nH]1)C(CC)(CC)Cc1ccccc1-2
-4%	6	?	nt	-1%	-7%	30%	i	-34%	COc1ccc(NC2CCCN(C(=O)CSc3ccccc3)C2)cc1OC (stereo unspecified)
5%	-1	0%	4%	14%	24%	0%	-2%	-2%	COc1ccc(OC)c(Cc2nnc(CCC(=O)NC3CCCC3)o2)c1
-6%	-4	11%	-7%	8%	38%	4%	0%	3%	Cc1ccc2[nH]c(=O)c(CC(=O)O)c(-c3ccccc3)c2c1
-4%	1	7%	-4%[2.33 µM]	13%	7%	-1%	14%	-8%	CC(C)[C@H](NC(=O)c1ccccc1F)C(=O)Nc1ccc(F)c(F)c1
1%	5	-2%	5%[59 µM]	0%	16%[57 µM]	5%	0%	-8%	O=C(CN1CCN(S(=O)(=O)c2cc(Cl)ccc2Cl)CC1)Nc1cccc(F)c1
-5%	-1	13%	-7%	-4%	52%[activator]	3%	6%	-7%[11.4 µM]	O=C(COC(=O)CNC(=O)c1ccco1)Nc1ccccc1OC(F)F
1%	3	6%	45%	-1%	53%[activator]	-6%	9%	16%	c1ccc(-c2noc(CN3CCc4sccc4C3)n2)cc1
13%	-1	-24%	?	4%	-6%	5%	-1%	-10%	COc1ccccc1CNC(=O)C(C)NS(=O)(=O)c1ccccc1 (stereo unspecified)
-4%	2	-6%	?	-2%	10%	7%	1%	-4%	O=C(COC(=O)[C@@H]1CCCN1S(=O)(=O)c1ccc(Cl)cc1)NC1CCS(=O)(=O)C1 (stereo partly specified)
1%	-7	nt	2%[59 µM]	-5%	26%	-2%	i	?	O=S(Cc1ccc(Cl)cc1)CC(O)COCc1ccc(Cl)cc1 (stereo unspecified)
?	-1	?	35µM*	-2%	-3%	3%	i	-9%	CCN(CC)CCN1C(=O)C(=O)/C(=C(/O)c2c(C)[nH]c(C(=O)OC)c2C)C1c1ccc(C)o1 (stereo unspecified)

3 entries already listed, sorted by the number in ERG Ets-DNA blk, lowest first.
Pin1 inh	PI4K2A inh	BAZ2B inh	G9a block	ERG Ets-DNA blk	HP1b chromo inh	GLS inh	PGK inhibitor	JMJD2A Tudor inh	molecule
1%	-7	nt	2%[59 µM]	-5%	26%	-2%	i	?	O=S(Cc1ccc(Cl)cc1)CC(O)COCc1ccc(Cl)cc1 (stereo unspecified)
6%&9%	3	10µM*	?	0%	-28%	7%	0%	18µM*	COc1cc(O)c(C(CCN2CCN(c3ccccc3)CC2)c2ccc3c(c2)OCO3)c(OC)c1 (stereo unspecified)
13%	-1	-24%	?	4%	-6%	5%	-1%	-10%	COc1ccccc1CNC(=O)C(C)NS(=O)(=O)c1ccccc1 (stereo unspecified)
